# From PubChem
# NPR1 activator: GC-A (human) enzyme activation | activation, % at 10 µM | P16066 | actives 0.14% (n = 370,000) | AID 1671463 | HEK293 GC-A cells, cGMP TR-FRET, EC30 ANP; 0% at EC30 ANP, 100% saturating ANP; in the data active = activation above about 40%
# ASAP1 inh: inhibitors of human ASAP1 ArfGAP activity. ASAP1-stimulated ARF1 GTP hydrolysis, GDP FP detection. inhibition, % at 16.5 µM. actives 0.19% (n = 360,000). AID 624377; in the data active = inhibition above about 25%;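 note: 0% = vehicle with enzyme and substrate and 100% = no enzyme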
# Target sequence (Q9ULH1 325-724 limits assumed): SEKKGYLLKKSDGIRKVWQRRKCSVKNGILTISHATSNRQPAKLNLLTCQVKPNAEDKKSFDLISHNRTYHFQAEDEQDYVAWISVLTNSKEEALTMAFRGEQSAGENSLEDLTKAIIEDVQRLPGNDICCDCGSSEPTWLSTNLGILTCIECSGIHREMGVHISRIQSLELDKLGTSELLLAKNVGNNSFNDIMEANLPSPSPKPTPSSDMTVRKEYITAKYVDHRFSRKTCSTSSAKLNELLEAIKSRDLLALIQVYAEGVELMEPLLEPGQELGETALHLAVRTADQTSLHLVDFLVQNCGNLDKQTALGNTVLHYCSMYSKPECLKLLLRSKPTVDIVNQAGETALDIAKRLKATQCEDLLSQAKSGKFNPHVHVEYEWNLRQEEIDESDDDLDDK
# sPLA2-III inh: Blocks human group III sPLA2 activity; Q9NZ20; QFRET BODIPY PC-A2 liposome hydrolysis, fluorescence; inhibition, % at 12.2 µM; actives 0.56% (n = 370,000); AID 743126;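 active = inhibition above mean plus 3 SD of compounds lying within the high and low control bounds, cut at about 19% in these data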;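 note: 0% = median of test compound wells and 100% = no enzyme DMSO wells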
# Target sequence (Q9NZ20 whole entry, looked up): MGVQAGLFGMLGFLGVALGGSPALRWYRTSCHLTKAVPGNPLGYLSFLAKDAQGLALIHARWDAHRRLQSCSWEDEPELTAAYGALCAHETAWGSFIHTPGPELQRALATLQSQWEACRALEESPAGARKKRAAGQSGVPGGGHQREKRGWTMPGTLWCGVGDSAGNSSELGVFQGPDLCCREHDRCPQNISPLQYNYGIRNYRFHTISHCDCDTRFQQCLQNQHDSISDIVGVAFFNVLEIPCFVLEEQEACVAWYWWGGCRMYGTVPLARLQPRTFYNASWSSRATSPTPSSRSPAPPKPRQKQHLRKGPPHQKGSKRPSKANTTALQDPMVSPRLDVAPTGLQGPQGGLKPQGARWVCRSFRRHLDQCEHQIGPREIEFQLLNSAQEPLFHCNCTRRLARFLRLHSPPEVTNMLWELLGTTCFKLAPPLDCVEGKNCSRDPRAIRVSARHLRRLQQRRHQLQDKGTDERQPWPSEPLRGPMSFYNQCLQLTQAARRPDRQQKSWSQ
# ARFGAP1 inh: rat ARFGAP1 inhibition | Arfgap1-stimulated ARF1 GTP hydrolysis, GDP FP detection | inhibition, % at 16.5 µM | actives 0.26% (n = 360,000) | AID 651572 | Q62848;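 active = inhibition above a per-plate limit, mean inhibition of low control wells plus 3 SD, cut at about 25% in these data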;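 note: 0% = DMSO wells with enzyme and 100% = wells lacking Arfgap1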
# Target sequence (Q62848 1-136 limits assumed): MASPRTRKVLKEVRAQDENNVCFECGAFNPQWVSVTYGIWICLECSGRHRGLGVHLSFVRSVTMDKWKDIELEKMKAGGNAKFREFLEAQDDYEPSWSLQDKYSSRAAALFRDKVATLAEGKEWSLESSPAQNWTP
#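 system = rat Arfgap1 catalytic domain, aa 1-136 | technique = FP, GDP Alexa 633 tracer displaced from anti-GDP antibody, 620/688 nm | compound = one concentration, 16.5 µM, DMSO 1.26% | medium = HEPES-based buffer, pH 7.5 | timing = compound-enzyme preincubation 20 min, reaction 120 min, detection 60 min, 25 °C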
# FXN GAA850 act: frataxin GAA850 promoter activation; HEK293 lucGAA850 FXN promoter luciferase reporter, 24 h; percent of 10 µM SAHA response; activation, % at 6 µM; actives 0.56% (n = 360,000);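 active = activation above the average of all compounds screened plus 3 SD, cutoff fixed separately per campaign, cut at about 7.5% in these data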;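 note: 0% = DMSO wells and 100% = 10 µM SAHA wells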
# KLK7 zymogen act: proKLK7 (human) activation, primary screen; P49862; purified proKLK7, EDANS-DABCYL substrate fluorescence; 100% is mature enzyme control, 0% vehicle; activation, % at 7 µM; actives 0.9% (n = 370,000); AID 652039;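 active = activation above the mean of all tested compounds plus 3 SD, computed per campaign excluding outliers beyond control limits, cut at about 13% in these data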
# rCAG RNA binder: r(CAG) repeat RNA binding | TO-PRO-1 dye displacement fluorescence | inhibition, % at 3 µM | actives 1.3% (n = 370,000);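 active = inhibition above the plate cutoff, the mean of all test compounds on that plate plus 3 SD, cut at about 35% in these data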;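 note: 0% = DMSO alone and 100% = 100 µM mitoxantrone as full dye displacement; higher means more dye released from RNA so lower well fluorescence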
# DDE Tn6 FP inh: disrupts Tn6 cyclic peptide binding to fibrin D-Dimer-E complex | Fibrin DD(E) TRITC-Tn6 fluorescence polarization displacement | actives 0.21% (n = 370,000) | inhibition, % at 8.3 µM | AID 720509;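 active = inhibition above a per-campaign cutoff: mean of compounds within control limits plus 3 SD, cut at about 15% in these data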;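 note: 0% = median of all compound wells on the plate and 100% = blocking peptide control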
# ADAM10 inh: inhibitors of human ADAM10; actives 0.62% (n = 370,000); O14672; recombinant ADAM10, EDANS/DABCYL FRET peptide cleavage, 3 h; inhibition, % at 7 µM;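 active = inhibition above a per-campaign cutoff equal to the mean of compounds falling between control-based bounds plus 3 SD, cut at about 20% in these data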;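 note: 0% = DMSO wells while the 100% control is not disclosed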
# NPR2 activator: GC-B (human) receptor activation. P20594. HEK293-GC-B cells, CNP EC30, cGMP TR-FRET; 0% at EC30 CNP, 100% saturating CNP. activation, % at 10 µM. actives 0.11% (n = 370,000). AID 1920062;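 active = activation at 10 µM reaching about 35% in either raw or pattern-adjusted values, limit read from the data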
# The depositor's hits bear a star; i = inactive; . = not tested or not shown.
SMILES,NPR1 activator,ASAP1 inh,sPLA2-III inh,ARFGAP1 inh,FXN GAA850 act,KLK7 zymogen act,rCAG RNA binder,DDE Tn6 FP inh,ADAM10 inh,NPR2 activator
Oc1[nH]c(N=C2N=c3ccccc3=N2)c2ccccc12,-8,12,10,3,1.1,0.2,3,0,-1,-10
CCc1nc2ccc(C(=O)NCCOc3ccc(OC)cc3)cn2c1N(C)Cc1cccs1,-3,11,-10,12,-1.0,0.3,1,-2,14,2
CCOC(=O)C1=C(C(=O)OCC)c2ccc(OC)c(OC)c2C1,-3,6,7,10,4.1,2.3,4,6,-52,2
Cc1ccc(C(=O)N/N=C2\CC3CC=CC23)c(C)c1 (stereo not drawn),-3,-4,6,10,2.3,-0.7,-3,-4,6,-1
Cc1ccc(-c2csc(NC(=O)c3cccs3)n2)cc1,4,7,-6,12,3.6,-2.0,7,-4,3,-7
N#Cc1c(NC(=O)CSc2ncn[nH]2)sc2c1CCCC2,1,10,-46,8,-14,-0.2,10,5,15,-1
Cc1ccccc1OCCNC(=O)CSc1ccc(C(F)(F)F)cc1[N+](=O)[O-],-5,6,4,-2,0.6,-0.1,5,8,16,-7
O=C1c2cnccc2CN1Cc1ccccc1,0,-4,-3,-6,3.1,-0.4,2,-2,-2,-1
CCOC(=O)c1sc(=S)n(Cc2ccccc2)c1C,3,4,7,7,0.5,0.5,-5,-5,2,2
O=C(Cn1cnc2c(nnn2-c2ccccc2)c1=O)N1CCCc2ccccc21,3,-1,-4,-2,-0.6,-0.2,3,0,1,3
Cc1ccc(NC(=O)c2cc(=O)[nH]c3ccccc23)cc1C,-1,-12,7,7,2.3,0.1,4,-3,-2,-6
COc1ccc(OC)c(C(=O)NC(CC(N)=O)c2ccc(NCc3ccccn3)c([N+](=O)[O-])c2)c1 (stereo not drawn),-1,2,3,6,-0.7,-0.2,1,2,-4,2
COc1ccc(NC(=O)CCCc2nnc3n(C)c(=O)c4sccc4n23)cc1,1,4,-1,-11,0.2,-0.1,-1,-4,-8,-3
Cc1csc(=O)n1CC(=O)OCC(=O)NC(C)c1ccc(F)cc1 (stereo not drawn),0,-10,10,-8,-0.2,0.0,3,6,-9,3
CCOC(=O)CC1C(=O)NCCN1S(=O)(=O)c1ccc(Cl)cc1 (stereo not drawn),1,7,3,0,-1.1,0.1,-6,5,0,2
Cc1cc(C(=O)N/N=C2\CC(=O)CC(C)(C)C2)c2ccccc2n1,2,8,-9,4,2.7,0.7,0,-5,-5,-2
Cc1[nH]nc2ncc(C(=O)c3cc(Cl)cc(Cl)c3O)cc12,-6,2,1,-2,1.3,-0.6,10,7,3,3
COc1cc(/C=N/Nc2ccc(C(=O)O)cc2)ccc1O,-6,8,-1,5,4.0,-21,3,2,-19,-3
COc1cc(C(=O)NC23CC4CC(CC(C4)C2)C3)cc(OC)c1OC,-3,2,8,-8,-2.0,0.5,-2,-1,9,-3
COc1ccc(CSCCNC(=S)Nc2ccccc2)cc1Cl,-10,6,-21,-5,-1.3,-0.1,0,4,11,-6
CC(C)(C)OC(=O)N[C@H](C(=O)OC(C)(C)C)c1ccc(Br)cc1,-12,-12,6,5,-0.1,-0.4,-8,-8,9,-16
CCN(CC)C(=O)C(=O)c1ccn(-c2c(C)csc2C(=O)OC)c1,2,-13,-1,16,-0.8,0.3,-2,2,-5,-8
CNc1cncc(-c2cccnc2)n1,5,-17,-5,1,0.0,67*,1,2,i,3
COc1ccc(N=C2SCC(=O)N2Cc2ccccc2)cc1,2,8,-4,9,2.8,-0.3,2,0,1,-2
CCCNC(=O)C1CCC(CNS(=O)(=O)c2ccc3c(c2)CC(C)N3C(C)=O)CC1 (stereo not drawn),-1,-9,2,-3,-1.6,-0.2,-4,-2,-1,-2
CCC(C)(C)C1CCc2[nH]nc(C(=O)O)c2C1 (stereo not drawn),-6,-5,7,-1,2.7,0.3,6,-6,-10,2
Cc1cc2c(cc1C)-c1nnnn1C(N1CCC(Cc3ccccc3)CC1)C(=O)N2 (stereo not drawn),-3,-8,-1,5,.,0.3,3,5,-5,3
COCCCNc1cc(C)nc2ccccc12,10,1,-1,5,1.7,-0.3,-2,3,-4,6
O=C(CN1CCCC1)Nc1nnc(-c2cccs2)s1,-2,1,11,2,1.4,0.4,-1,4,-93,6
Cc1ccc(-c2nn(CCC#N)cc2C=C(C#N)C#N)cc1,.,-4,-1,-1,4.5,-2.3,0,-8,-5,.
CCn1c(N2CCN(CC(=O)c3c(C)n(C)c4ccccc34)CC2)nc2c1c(=O)[nH]c(=O)n2C,-4,7,2,-4,1.4,0.5,-5,-2,-1,-2
CCN(CC)S(=O)(=O)c1ccc(NS(=O)(=O)c2ccc(O)c([N+](=O)[O-])c2)cc1,0,-4,-1,2,2.4,-0.2,1,-1,-8,0
COc1cccc(-n2c(SCC(=O)O)nnc2-c2cccnc2)c1,-4,-14,18,11,0.8,0.7,0,9,-8,3
CC1CCc2cc(F)ccc2N1C(=O)CSc1nnc2c3ccccc3n(C)c2n1 (stereo not drawn),7,5,7,14,-2.0,-0.1,-1,1,-3,-3
O=C(Nc1cccc(C2OCCCO2)c1)c1cccs1,2,-8,7,0,-2.6,-0.3,-2,-11,1,0
COc1ccc(Cn2c(C)ccc2C)cc1,.,13,-4,9,-0.5,0.2,10,-1,-12,.
O=C(C[C@@H]1CC[C@H](NC(=O)Cc2ccccn2)[C@@H](CO)O1)NCCc1ccccc1,-1,2,12,14,.,-0.5,0,-2,-8,0
COC(Cc1nnc(SC)n1-c1ccccc1)OC,-1,1,3,1,-1.1,0.5,1,2,5,5
Nc1cc2c3c(cccc3c1)C(=O)N(CCN1CCCC1)C2=O,-11,4,-3,5,2.3,0.8,-10,-4,-2,-17
O=C(COc1ccccc1)Nc1ccccc1F,5,5,2,-6,-0.1,-0.3,-3,5,2,5
Cc1cc(Cl)c2oc(C(=O)N3CCN(c4cccc(C)n4)CC3)c(C)c2c1,-6,9,-5,5,1.3,0.9,-3,-4,9,-3
O=C(O)C1=C[C@H](C2CC2)C[C@H](OCCCCO)O1,5,3,8,-1,-1.6,-0.2,0,4,-1,4
COc1cc(/C=C2\C(=N)N3N=C(S(C)(=O)=O)SC3=NC2=O)ccc1OC(=O)c1ccco1,1,-4,-2,-16,-1.4,-0.4,43*,3,-41,3
S=c1[nH]nc(C2CCCCC2)n1/N=C/c1ccncc1,-1,15,4,4,-10,0.4,-4,5,-5,-4
COc1ccc(Cc2nnc(NC(=O)C3CC(=O)N(CCc4ccc(F)cc4)C3)s2)cc1OC (stereo not drawn),-3,-3,-2,14,-1.4,1.4,1,7,-5,3
CC1CN(c2ccc(Cl)cc2[N+](=O)[O-])CCN1S(C)(=O)=O (stereo not drawn),-1,3,1,0,1.3,0.3,-5,1,5,-4
S=c1nc(-c2ccc(Br)cc2)oc2c1CCCC2,10,1,-8,-12,3.9,-0.1,1,9,1,2
O=C(NCc1ccccn1)[C@@H]1CCCN1C(=O)[C@@H]1CCCN1C(=O)c1cccc(Cl)c1,2,7,6,-5,.,-0.2,0,-3,-5,-1

# Some of the entries above in another layout.
# Fields – NPR1 activator | ASAP1 inh | sPLA2-III inh | ARFGAP1 inh | FXN GAA850 act | KLK7 zymogen act | rCAG RNA binder | DDE Tn6 FP inh | ADAM10 inh | NPR2 activator
- COC(Cc1nnc(SC)n1-c1ccccc1)OC
  -1 | 1 | 3 | 1 | -1.1 | 0.5 | 1 | 2 | 5 | 5
- Nc1cc2c3c(cccc3c1)C(=O)N(CCN1CCCC1)C2=O
  -11 | 4 | -3 | 5 | 2.3 | 0.8 | -10 | -4 | -2 | -17
- O=C(COc1ccccc1)Nc1ccccc1F
  5 | 5 | 2 | -6 | -0.1 | -0.3 | -3 | 5 | 2 | 5
- Cc1cc(Cl)c2oc(C(=O)N3CCN(c4cccc(C)n4)CC3)c(C)c2c1
  -6 | 9 | -5 | 5 | 1.3 | 0.9 | -3 | -4 | 9 | -3
- O=C(O)C1=C[C@H](C2CC2)C[C@H](OCCCCO)O1
  5 | 3 | 8 | -1 | -1.6 | -0.2 | 0 | 4 | -1 | 4
- COc1cc(/C=C2\C(=N)N3N=C(S(C)(=O)=O)SC3=NC2=O)ccc1OC(=O)c1ccco1
  1 | -4 | -2 | -16 | -1.4 | -0.4 | 43* | 3 | -41 | 3
- S=c1[nH]nc(C2CCCCC2)n1/N=C/c1ccncc1
  -1 | 15 | 4 | 4 | -10 | 0.4 | -4 | 5 | -5 | -4
- COc1ccc(Cc2nnc(NC(=O)C3CC(=O)N(CCc4ccc(F)cc4)C3)s2)cc1OC (stereo not drawn)
  -3 | -3 | -2 | 14 | -1.4 | 1.4 | 1 | 7 | -5 | 3
- CC1CN(c2ccc(Cl)cc2[N+](=O)[O-])CCN1S(C)(=O)=O (stereo not drawn)
  -1 | 3 | 1 | 0 | 1.3 | 0.3 | -5 | 1 | 5 | -4
- S=c1nc(-c2ccc(Br)cc2)oc2c1CCCC2
  10 | 1 | -8 | -12 | 3.9 | -0.1 | 1 | 9 | 1 | 2
- O=C(NCc1ccccn1)[C@@H]1CCCN1C(=O)[C@@H]1CCCN1C(=O)c1cccc(Cl)c1
  2 | 7 | 6 | -5 | . | -0.2 | 0 | -3 | -5 | -1

# The list goes on:
SMILES,NPR1 activator,ASAP1 inh,sPLA2-III inh,ARFGAP1 inh,FXN GAA850 act,KLK7 zymogen act,rCAG RNA binder,DDE Tn6 FP inh,ADAM10 inh,NPR2 activator
CCCN1CCN(CCCNC(=O)c2cc3c(s2)-c2c(C)cccc2OC3)CC1,-1,-9,-4,-2,2.1,42*,-7,-5,i,-7
Cc1ccccc1N1CCN(C(=S)c2ccc(-c3ccc([N+](=O)[O-])cc3)o2)CC1,-5,-8,13,9,1.3,0.7,8,-7,-6,0
COP(=O)(O)C(C)NC(=O)OCc1ccccc1 (stereo not drawn),3,.,6,.,.,0.5,0,7,4,-5
O=C1N=C(N2CCOCC2)S/C1=C\c1ccncc1,-1,8,2,-2,1.3,0.7,-4,3,-3,-5
COc1cccc(NC(=O)c2ccc(S(=O)(=O)N(C)C)cc2)c1,0,-13,-4,5,-0.4,-0.3,-3,7,2,-1
N#C/C(C(=O)NCc1ccco1)=C1/SC(Cc2ccc(F)cc2)C(=O)N1c1ccccc1 (stereo not drawn),-5,20,-44,7,3.6,-0.1,6,-15,-3,-1
Cc1ccc(C(C)(C)NC(=O)C2CCC(=O)N(C3CCCCCC3)C2)cc1 (stereo not drawn),-2,-6,2,8,-0.4,0.2,-12,-1,3,1
Cc1ccc(-n2c(SCC(=O)Nc3cccc(C)c3)nc3c(oc4ccccc43)c2=O)cc1,1,-5,-3,9,.,1.0,6,4,0,3
c1ccc(Cn2ccc(-c3cnc(-c4ccccc4)s3)n2)cc1,6,-7,-8,6,6.1,-10,0,-1,i,0
